From PubChem
CHT allo act: CHT positive allosteric modulators, primary screen, cell-based, membrane potential dye, choline EC20; actives 0.49% (n = 310,000); High affinity choline transporter 1 (Homo sapiens), Q9GZV3; CHT-expressing cells; stronger effect = higher value; LV-AA mutant CHT in HEK293 cells; B-score at 10 µM;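 active means initial fluorescence not abnormally high and integrated response B-score, plate-corrected, over 3 SD above library mean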
Target sequence (Q9GZV3 whole entry, looked up): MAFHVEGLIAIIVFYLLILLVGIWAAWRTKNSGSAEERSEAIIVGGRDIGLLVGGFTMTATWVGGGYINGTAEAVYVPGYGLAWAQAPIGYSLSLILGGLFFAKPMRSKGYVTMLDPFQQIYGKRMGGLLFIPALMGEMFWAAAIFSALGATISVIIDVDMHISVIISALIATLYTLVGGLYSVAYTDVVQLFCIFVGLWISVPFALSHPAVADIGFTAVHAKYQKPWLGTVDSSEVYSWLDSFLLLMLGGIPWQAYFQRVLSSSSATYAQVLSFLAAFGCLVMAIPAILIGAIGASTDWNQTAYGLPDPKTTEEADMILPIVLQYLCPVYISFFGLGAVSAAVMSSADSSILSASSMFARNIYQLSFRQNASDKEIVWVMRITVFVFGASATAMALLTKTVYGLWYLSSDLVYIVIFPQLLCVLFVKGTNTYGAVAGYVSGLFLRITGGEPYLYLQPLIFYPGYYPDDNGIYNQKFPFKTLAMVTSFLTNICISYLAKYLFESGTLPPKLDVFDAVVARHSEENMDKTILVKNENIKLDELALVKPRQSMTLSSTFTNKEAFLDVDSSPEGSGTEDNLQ
CHT block: inhibitors of human choline transporter CHT; High affinity choline transporter 1 (Homo sapiens), Q9GZV3; CHT-expressing cells, membrane potential dye, choline response; stronger effect = lower value; B-score at 10 µM; actives 0.86% (n = 310,000); AID 488975, 2010;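 active means B-score over 3 SD under the library average, and starting fluorescence ratio not unusually high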;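 further: choline stimulus applied at its EC90 after an EC20 pre-addition; B-score computed on integrated fluorescence ratio after choline addition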
* = called active by the depositor; i = inactive. Rows were taken by chance; 1.5% or so of the library scored in one or more.

SMILES | CHT allo act | CHT block
CCOc1ccc(S(=O)(=O)Nc2cccc(C(=O)N(C)CC(=O)Nc3cccc(OC)c3)c2)cc1 | i | i
COC(=O)[C@H](CCSC)NC(=O)NCc1cccs1 | i | i
O=C(CC1CCCC1)NCCS(=O)(=O)N1CCN(c2ccccc2F)CC1 | i | i
COc1ccc(CC(=O)Nc2ccc(-c3noc(-c4cccc(OC)c4)n3)cc2)cc1 | i | i
CN=C(Nc1ccc(C)c(C)c1)SC1CC(=O)N(c2ccc(OC)cc2)C1=O (stereo unspecified) | i | i
[O-]/C(=C(\C(=S)NCc1ccccc1)[n+]1ccccc1)c1ccc(Cl)cc1 | i | i
O=c1[nH]cnc2c1c(-c1ccccc1)cn2-c1ccc(Br)cc1 | i | i
CC1Cc2ccccc2N1C(=O)C1CC(=O)N(c2ccccc2)C1 (stereo unspecified) | i | i
CCCCn1c(N)c(N(CCOC)C(=O)c2c(-c3ccccc3)noc2C)c(=O)[nH]c1=O | i | i
CC(NC(=O)CSc1n[nH]c(N)n1)c1ccccc1 (stereo unspecified) | i | i
CCC1(C)N([O-])C(C)=C(c2ccccc2)[N+]1=O (stereo unspecified) | i | i
N#Cc1ccsc1NC(=O)CN1C(=O)NC2(CCCCC2)C1=O | i | i
c1ccc(N2CCN(c3ncccn3)CC2)cc1 | i | i
Cc1cccc(NC(=O)CSc2nnc(-c3n[nH]c4ccccc34)o2)c1 | i | i
O=C(C1CSC2(c3ccc(F)cc3)CCC(=O)N12)N1CCCCCC1 (stereo unspecified) | i | i
O=S(=O)(c1cccs1)N1CCN(c2cccc(Cl)c2)CC1 | i | i
CC1CCCN(S(=O)(=O)c2coc(C(N)=O)c2)C1 (stereo unspecified) | i | i
CCOC(=O)C1CCN(c2c(NCCCN(C)C3CCCCC3)c(=O)c2=O)CC1 | i | i
O=C(Nc1nnc(-c2ccccc2)o1)NC1CCCCC1 | i | i
O=C(CSc1nnc(-c2ccc(Cl)cc2)n1-c1ccc(Cl)cc1)N/N=C/c1ccccc1C(=O)O | i | i
COc1ccc(C2(C(=O)NCCc3ccccc3)CCCC2)cc1OC | i | i
Cc1ccccc1OCc1n[nH]c(=S)n1Cc1ccccc1 | i | i
CCN1CCN(c2nc3c(C)cccn3c(=O)c2C=C(C#N)C#N)CC1 | 7.3* | i
CCCc1ncc(CN2CCCC(C(=O)Nc3ccc(-c4cccc(OC)c4)cc3)C2)cn1 (stereo unspecified) | i | i
CCCn1cnc2sc(C(N)=O)c(C)c2c1=O | i | i

Other entries follow.
SMILES | CHT allo act | CHT block
COc1ccc2c(c1)CC/C2=N\NC(=O)c1ccccc1 | i | i
O=C1C(Cl)=C(NCCCO)C(=O)c2ccccc21 | i | i
CCCOc1ccc(CNCCCOCC)cc1OC | i | i
COc1ccccc1-c1cc(C(=O)NCc2cccs2)no1 | i | i
Cc1ccc(NC(=O)Nc2cccc([N+](=O)[O-])c2)nc1 | i | i
CCCc1[nH][nH]c(=O)c1C(c1ccc(Cl)cc1)C(C#N)C#N (stereo unspecified) | i | i
CCOC(=O)c1ccc(Oc2nc(N(C)C)nc(N3CCOCC3)n2)cc1 | i | i
Cc1ccccc1NC(=O)COc1ccc2oc(=O)cc(C)c2c1 | i | i
O=C(Nc1cccc(O)c1)c1cccc(NC(=O)c2cccs2)c1 | i | i
Cc1cc(NC(=O)CCC(=O)N(CC(=O)NC2CCCC2)Cc2ccco2)no1 | i | i
CCN1CCc2c(OCC(=O)Nc3cccc(C)c3)cccc2C1=O | i | i
CCCCOc1ccc(C(=O)N/C(=C/c2cccc([N+](=O)[O-])c2)C(=O)O)cc1 | i | i
COc1ccc(C(=O)NC2CCCCC2)cc1OC1CCN(C(C)C)CC1 | i | -7.7*
CN(CCc1ccccn1)C(=O)CCC1CCCN(C(=O)c2cscn2)C1 (stereo unspecified) | i | i
Cc1cc(C)c(C2C3=C(Nc4c2c(C)nn4-c2ccccn2)c2ccccc2C3=O)c(C)c1 (stereo unspecified) | i | i
COc1cc(NC(=S)NCc2cccs2)cc(OC)c1 | i | i
COc1cc(/C=N/NC(=O)C2CC(=O)N(c3ccc(C)cc3)C2)cc(OC)c1OC (stereo unspecified) | i | i
CCc1nnc(SCC(=O)N2CCCc3ccccc32)nc1CC | i | i
Cc1ccc(C(CC(=O)N2CCNCC2)c2ccccc2)c(O)c1C (stereo unspecified) | i | i
COc1ccc(-c2cn3c(C)c(C(=O)NCCN4CCOCC4)sc3n2)cc1 | i | i
COc1ccc(-c2cc3c(=O)n(CC(=O)NCc4ccccc4F)ncn3n2)cc1 | i | i
COc1cc(/C=C(/C#N)c2nc3ccccc3[nH]2)ccc1OCC(=O)Nc1ccccc1C | i | i
Cc1cn(S(=O)(=O)c2ccc(Cl)cc2)c(C)n1 | i | i
CCn1c(=O)c2ccccc2n2c(SCC(=O)N3CCCc4ccccc43)nnc12 | i | i
N#CCC(=O)Nc1ccc(C(=O)NCCc2c[nH]c3ccccc23)cc1 | i | i

Continuation.
SMILES | CHT allo act | CHT block
CN(CC(=O)N1CCCCCC1)S(=O)(=O)c1ccc(Br)s1 | i | i
CCOC(=O)NCc1ccc(Cl)c(Cl)c1 | i | i
CCCCCc1nc2sc3c(c2c(=O)n1NC(=O)c1ccc([N+](=O)[O-])cc1)CC(C)(C)OC3 | i | -12*
CCSc1nnc(NC(=O)C(C)(C(F)(F)F)C(F)(F)F)s1 | i | -8.8*
CN1CCN(c2nc3ccccn3c(=O)c2/C=C(\C#N)S(=O)(=O)c2ccc(Cl)cc2)CC1 | i | i
COc1ccc(C(=O)N2CCC(C(=O)Nc3cccc(C)c3)CC2)cc1OC | i | i
Cc1ccc(C23CC4CC(CC(NC(=O)NN)(C4)C2)C3)cc1 | i | i
Cc1nnc(NC(=O)CSc2nnc(C)c(=O)n2N)s1 | i | i
CCS(=O)(=O)n1nc(-c2ccco2)nc1N | i | i
Cc1cccc(NC(=O)CSCC(=O)OCc2ccccn2)c1 | i | i
COc1cc(OC)c2ccc(=O)oc2c1C(CCN1CCCCC1)c1ccc(N(C)C)cc1 (stereo unspecified) | i | i
NC(=O)c1nsc(C(=O)N(CC(=O)NC2CCCC2)c2cnc3ccccc3c2)c1N | i | i
CCC(C)NC(=O)C(=O)NCC1CCCN1CC (stereo unspecified) | i | i
C=CCSc1nnc2nc3[nH]c4c(C)cccc4c3nn12 | i | i
Cc1ccccc1C(=O)Nc1ccnn1C1CCN(C(=O)C2CCOC2)CC1 (stereo unspecified) | i | i
O=S(=O)(Nc1ccc2cn[nH]c2c1)c1ccccc1 | i | i
O=C1CC(N2CCN(Cc3ccc4c(c3)OCO4)CC2)C(=O)N1c1cccc2ccccc12 (stereo unspecified) | i | i
O=C(CCNS(=O)(=O)c1ccccc1C(F)(F)F)NNC(=O)C1COc2ccccc2O1 (stereo unspecified) | i | i
O=C(NCCSc1ccc(Br)cc1)c1ccc2nc[nH]c2c1 | i | i
COc1cc(OC)cc(C(=O)N/N=C/c2ccc(OC)c(COc3ccc4ccccc4c3)c2)c1 | i | i
O=C1NCCCC1C(=O)N/N=C/c1cc([N+](=O)[O-])ccc1O (stereo unspecified) | i | i
Cn1cccc1/C=N\NC(=O)C1COc2ccccc2O1 (stereo unspecified) | i | i
O=C(CCC1CCCC1)N1CCN(C(=O)C2CC2)CC1 | i | i
CCOCCCNC(=O)CN1C(=O)c2cccc3cccc1c23 | i | i
Cc1ccc(S(=O)(=O)N2CCN(C(=S)NCc3ccc4c(c3)OCO4)CC2)cc1 | i | i

The list continues:
SMILES | CHT allo act | CHT block
CCN(Cc1ccccc1)C(=S)Nc1cc(C(=O)OC)ccc1C(=O)OC | i | i
O=C(CNC(=O)/C=C/c1ccccc1)N=Nc1c(O)n(Cc2ccccc2)c2ccccc12 | i | i
COC(=O)c1c(-c2ccccc2)c(-c2ccccc2)nn(C)c1=O | i | i
COc1c(C)cc(S(=O)(=O)NC2CC(C)(C)NC(C)(C)C2)c(C)c1C | i | i
COc1ccc(-c2cc(C(F)(F)F)n3ncc(C(=O)O)c3n2)cc1OC | i | i
Cc1ccc(C(C(=O)NC2CCCCC2)N2CCCC2)cc1 (stereo unspecified) | i | i
COCCNC(=O)C(=O)c1cc(C)n(-c2ccc([N+](=O)[O-])cc2)c1C | i | i
CN(Cc1ccccc1)C(=O)COc1cc(=O)n(C)c2ccccc12 | i | i
COc1ccc(Cl)cc1C(=O)Nc1ccc(S(=O)(=O)N2CCCC2)cc1 | i | i
COCc1cc(C)n(CC(=O)N2CCCC2)c(=O)c1C#N | i | i
O=S(=O)(c1cccs1)N1CCN(c2ccccn2)CC1 | i | i
Cc1ccc(C(=O)C(OC(=O)CCC(=O)Nc2cccc(C)c2)c2ccccc2)cc1 (stereo unspecified) | i | i
CCOC(=O)N1CCN(C(=O)CN(C)S(=O)(=O)c2ccc(OC)c(OC)c2)CC1 | i | i
O=S(=O)(NCCc1ccccc1F)c1cccc(S(=O)(=O)N2CCOCC2)c1 | i | i
COc1cccc(S(=O)(=O)NCc2ccc(C(=O)N3CCN(c4ccccc4)CC3)cc2)c1 | i | i
COc1cccc(CC(=O)Nc2nc(-c3cc(OC)ccc3OC)cs2)c1 | i | i
S=C(Nc1ccccc1Cl)N(CCCN1CCOCC1)Cc1ccccn1 | i | i
COc1ccc(NC(=O)CN(C)C(=O)c2cc3c(s2)CCC(C)C3)cc1 (stereo unspecified) | i | i
Nc1cc(N)nc(SCC(=O)NNC(=O)Cc2ccccc2)n1 | i | i
COc1cccc(CC(=O)OCC(=O)Nc2nnc(-c3ccccc3)o2)c1 | i | i
CNc1c(N)n(Cc2ccccc2)c(=O)[nH]c1=O | i | i
O=C(O)c1ccc(COc2ccccc2/C=C2/NC(=O)N(c3cccc(Cl)c3)C2=O)cc1 | i | i
OCCC#Cc1ccc(CN2CCN(Cc3ccccc3)C(CCO)C2)cc1 (stereo unspecified) | i | i
O=C(NC1CCCc2ccccc21)c1ccc(Cl)nc1 (stereo unspecified) | i | i
Cc1ccc(C(=O)C(C)OC(=O)Cn2cnc3c2c(=O)n(C)c(=O)n3C)cc1 (stereo unspecified) | i | i

(cont.)
SMILES | CHT allo act | CHT block
CN1CCN(C(=O)c2ccc3c(c2)NC(=O)C(N2CCOCC2)S3)CC1 (stereo unspecified) | i | i
CCOC(=O)C1CCN(S(=O)(=O)c2ccc3[nH]c4c(c3c2)CCCC4)CC1 | i | i
COc1ccc(N(C(=O)c2ccco2)S(=O)(=O)c2cccs2)cc1 | i | i
COC(=O)Cc1cc(=O)n2[nH]c(C)nc2n1 | i | i
Cc1ccccc1CC1(CO)CCCN(Cc2c(C)nn(C)c2Cl)C1 (stereo unspecified) | i | i
C=CCNC(=O)c1onc(CSc2nc3ccccc3[nH]2)c1C(=O)NCC=C | i | i
CCOc1ccc(C(=O)COC(C)=O)cc1 | i | i
COc1cccc(C(=O)COc2cccc(NC(=O)c3ccco3)c2)c1 | i | i
Cc1sc(NC(=O)CCC(=O)O)c(C(N)=O)c1-c1ccccc1 | i | i
Cc1ccc(S(=O)(=O)n2nc(C)cc2N)cc1 | i | i
COC(=O)c1ccc(CSc2nc(C)nc3c2c(=O)n(C)c(=O)n3C)o1 | i | i
c1ccc(CNc2c3ccccc3nc3ccccc23)cc1 | i | i
C=CCNc1ccc(C(=O)O)cc1 | i | i
COC(=O)c1ccc(CN2CCCC(CCC(=O)NCc3ccc(C)o3)C2)cc1 (stereo unspecified) | i | i
O=C(COc1ccc2c3c(c(=O)oc2c1)CCCC3)NCc1cccnc1 | i | i
O=C(Nc1ccccc1N1CCOCC1)c1csc2c1CCCC2 | i | i
O=C(Nc1ccccc1F)C1(c2ccccc2)CC1(Cl)Cl (stereo unspecified) | i | i
O=C1c2ccccc2C(Nc2ccc(S(=O)(=O)N3CCCCC3)cc2)N1c1ccccn1 (stereo unspecified) | i | i
O=c1nc2scc(-c3ccccc3)n2c2ccccc12 | i | i
CCOC(=O)C1=C(N)OC2=C(C(=O)CC(C)(C)C2)C1c1ccccc1OCC#N (stereo unspecified) | i | i
COc1ccc(CN2C(=S)NC(C)(C)CC2(C)O)cc1 (stereo unspecified) | i | i
COc1ccc(NS(=O)(=O)c2cccc(C(=O)NNC(=O)c3ccccc3O)c2)cc1 | i | i

Exported as a markdown table: part of the list above
| Molecule | CHT allo act | CHT block |
| --- | --- | --- |
| COC(=O)Cc1cc(=O)n2[nH]c(C)nc2n1 | i | i |
| Cc1ccccc1CC1(CO)CCCN(Cc2c(C)nn(C)c2Cl)C1 (stereo unspecified) | i | i |
| C=CCNC(=O)c1onc(CSc2nc3ccccc3[nH]2)c1C(=O)NCC=C | i | i |
| CCOc1ccc(C(=O)COC(C)=O)cc1 | i | i |
| COc1cccc(C(=O)COc2cccc(NC(=O)c3ccco3)c2)c1 | i | i |
| Cc1sc(NC(=O)CCC(=O)O)c(C(N)=O)c1-c1ccccc1 | i | i |
| Cc1ccc(S(=O)(=O)n2nc(C)cc2N)cc1 | i | i |
| COC(=O)c1ccc(CSc2nc(C)nc3c2c(=O)n(C)c(=O)n3C)o1 | i | i |
| c1ccc(CNc2c3ccccc3nc3ccccc23)cc1 | i | i |
| C=CCNc1ccc(C(=O)O)cc1 | i | i |
| COC(=O)c1ccc(CN2CCCC(CCC(=O)NCc3ccc(C)o3)C2)cc1 (stereo unspecified) | i | i |
| O=C(COc1ccc2c3c(c(=O)oc2c1)CCCC3)NCc1cccnc1 | i | i |
| O=C(Nc1ccccc1N1CCOCC1)c1csc2c1CCCC2 | i | i |
| O=C(Nc1ccccc1F)C1(c2ccccc2)CC1(Cl)Cl (stereo unspecified) | i | i |
| O=C1c2ccccc2C(Nc2ccc(S(=O)(=O)N3CCCCC3)cc2)N1c1ccccn1 (stereo unspecified) | i | i |
| O=c1nc2scc(-c3ccccc3)n2c2ccccc12 | i | i |
| CCOC(=O)C1=C(N)OC2=C(C(=O)CC(C)(C)C2)C1c1ccccc1OCC#N (stereo unspecified) | i | i |
| COc1ccc(CN2C(=S)NC(C)(C)CC2(C)O)cc1 (stereo unspecified) | i | i |
| COc1ccc(NS(=O)(=O)c2cccc(C(=O)NNC(=O)c3ccccc3O)c2)cc1 | i | i |
